Neddyl block – inhibitors of cullin neddylation, primary screen, biochemical, TR-FRET, uHTS, NAE and Ubc12; calls only at 25 µM; 0.58% of 360,000 active; in the data active means inhibition above about 36%
bovine MsrA act – bovine MsrA enzyme activators, primary screen, biochemical, absorbance, HTS; purified bovine MsrA, absorbance read-out; activation, % at 10.6 µM; 0.3% of 360,000 active; AID 602163, 2012; in the data active means activation above about 7.5%;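 further: 0% = vehicle and 100% = reference activator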
MT1-MMP act inh – blockers of MT1-MMP proenzyme processing, primary screen, HT1080 RFP-PRO-GFP cells, GFP/RFP fluorescence; 0.061% of 360,000 active; Matrix metalloproteinase-14 (Homo sapiens), P50281; GFP/RFP ratio change, % at 20 µM; GFP/RFP ratio fluorescence, overnight; percent of plate control window, DMSO zero;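 active means GFP/RFP ratio change of at least 30% with cell ATP level not reduced by more than half and red fluorescence within 50% of control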; further: strong numbers were not always called active
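Assay system – RFP-PRO-GFP reporter HT1080 cells · Compound dosing – single dose of 20 µM compound, 1% DMSO final · Incubation – overnight compound exposure at 37 °C · Measure – GFP/RFP fluorescence ratio · Benchmarks – DMSO wells and RFP-L50D-GFP cells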
eLon inh – inhibitors of E. coli Lon protease, primary screen, biochemical, fluorescence polarization; AID 602123, 2011; purified E. coli Lon protease; inhibition, % at 7.94 µM; P0A9M0; 0.42% of 360,000 active; in the data active means inhibition above about 13%, passing the limit was not always enough;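 further: 0% = enzyme with probe and DMSO and 100% = no enzyme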
Rin1 Abl inh – inhibitors of Rin1-Abl protein binding, primary screen, biochemical, TR-FRET | Tyrosine-protein kinase ABL1 (Homo sapiens) + Ras and Rab interactor 1 (Homo sapiens), … | inhibition, % at 7.35 µM | 0.4% of 360,000 active | AID 588664, 2011; in the data active means inhibition above about 5%, passing the limit was not always enough
SKN-1 inh – suppressors of acrylamide-induced Pgst-4::GFP reporter in worms, primary screen, SKN-1 inhibitor project, whole organism, uHTS, GFP/RFP fluorescence ratio, strain VP596; inhibition, % at 21.8 µM; 0.49% of 360,000 active; C. elegans VP596 Pgst-4::GFP/RFP ratio, 24 h;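 active means interference check ratio from 0.5 to 1.5 plus GFP to RFP signal ratio inhibition reaching or exceeding a fixed threshold, cut at about 30% in these data, passing the limit was not always enough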; further: some compounds called inactive have numbers as strong as hits
FAS TE block – FAS thioesterase domain inhibitors, primary screen, biochemical, fluorescence intensity, uHTS | inhibition, % at 15 µM | Fatty acid synthase (Homo sapiens), P49327 | AID 602261, 2012 | recombinant FAS-TE, OMFH fluorogenic substrate, fluorescence endpoint | 0.67% of 360,000 active;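 active means compounds whose normalised, plate-corrected inhibition of enzyme fluorescence in the single-dose primary screen is 50% or more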;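 further: 0% = DMSO with enzyme and 100% = substrate without enzyme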
MsrA inh – bovine MsrA enzyme inhibitors, primary screen, biochemical, absorbance, HTS | 0.75% of 360,000 active | purified bovine MsrA, absorbance read-out | inhibition, % at 15.5 µM | Methionine sulfoxide reductase A (Bos taurus); in the data active means inhibition above about 4.5%;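 further: 0% = vehicle wells with enzyme and 100% = reference inhibitor wells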
NRP1-CendR mod – modulators of CendR peptide binding to NRP-1, primary screen, biochemical, fluorescence polarization, uHTS; Neuropilin-1 (Homo sapiens), O14786; FAM-RPARPAR peptide binding to NRP-1; inhibition, % at 25 µM; 0.85% of 360,000 active; AID 602438, 2012;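 active means inhibition or corrected inhibition above about 18%, plus a signal ratio from 0.5 to 1.5, limit read from the data, passing the limit was not always enough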; further: strong numbers were not always called active
Target sequence (O14786 whole entry, looked up): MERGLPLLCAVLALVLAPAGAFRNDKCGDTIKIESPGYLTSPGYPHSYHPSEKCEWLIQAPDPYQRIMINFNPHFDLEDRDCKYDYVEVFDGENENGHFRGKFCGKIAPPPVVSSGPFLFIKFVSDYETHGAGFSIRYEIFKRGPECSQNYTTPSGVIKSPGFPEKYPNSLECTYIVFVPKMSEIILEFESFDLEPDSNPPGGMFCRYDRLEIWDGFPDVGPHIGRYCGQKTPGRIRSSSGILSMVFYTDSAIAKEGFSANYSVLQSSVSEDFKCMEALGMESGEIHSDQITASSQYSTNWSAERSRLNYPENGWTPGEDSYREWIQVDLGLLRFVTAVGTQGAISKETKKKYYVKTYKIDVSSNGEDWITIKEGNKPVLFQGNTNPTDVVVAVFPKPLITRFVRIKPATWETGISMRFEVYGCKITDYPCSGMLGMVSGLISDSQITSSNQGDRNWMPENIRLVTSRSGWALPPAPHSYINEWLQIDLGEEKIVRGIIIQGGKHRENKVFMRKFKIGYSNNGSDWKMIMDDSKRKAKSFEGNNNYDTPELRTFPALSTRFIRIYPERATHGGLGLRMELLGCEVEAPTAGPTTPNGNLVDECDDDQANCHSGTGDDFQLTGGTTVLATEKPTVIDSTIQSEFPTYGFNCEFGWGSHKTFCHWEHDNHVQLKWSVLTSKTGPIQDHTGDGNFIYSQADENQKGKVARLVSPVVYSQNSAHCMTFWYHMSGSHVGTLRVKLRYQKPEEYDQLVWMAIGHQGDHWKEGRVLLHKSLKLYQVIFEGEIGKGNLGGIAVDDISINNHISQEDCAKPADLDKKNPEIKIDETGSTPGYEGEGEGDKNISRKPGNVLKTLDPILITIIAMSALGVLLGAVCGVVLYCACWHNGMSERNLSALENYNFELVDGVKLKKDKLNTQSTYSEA
Numbers without * were called inactive; i = inactive; / = no result given.

no.	Structure	Neddyl block	bovine MsrA act	MT1-MMP act inh	eLon inh	Rin1 Abl inh	SKN-1 inh	FAS TE block	MsrA inh	NRP1-CendR mod
1	COCCn1nnnc1C(c1ccc(C)cc1)N1CCN(Cc2ccc3c(c2)OCO3)CC1 (stereo not drawn)	i	-7	-6	-7	2	-11	-2	-1.1	-5
2	O=S1(=O)C[C@H](N2CCC[C@@H]2CO)[C@@H](COCc2ccccc2)N1	i	-4	4	0	4	-3	-6	0.2	10
3	O=C(COC(=O)C1CCN(c2ccc(C(F)(F)F)cn2)CC1)NC1CCCCC1	i	0	0	-1	4	17	10	1.1	9
4	N#C/C(=C(/O)COC(=O)COc1cccc(Br)c1)c1nc2ccccc2[nH]1	i	-2	-8	-17	-14	-6	-2	0.6	-44
5	CCOC(=O)CC(=O)CSc1nnc(Cn2c(=O)sc3ccccc32)n1C	i	-3	-2	-1	-3	-3	-4	-0.4	3
6	COc1cc(/C=N/NC(=O)c2nnn(-c3nonc3N)c2-c2cccs2)ccc1O	i	-11	-1	-3	-1	-10	-1	4.2	-2
7	Cc1noc(C)c1-c1ccc(C(=O)Nc2cccc(NS(C)(=O)=O)c2)c2occc12	i	-1	14	0	0	8	11	-0.5	-3
8	Cn1c(N)c(C(=O)CSc2nc(C3CC3)n(-c3ccccc3)n2)c(=O)n(C)c1=O	i	-4	-4	-5	3	-21	-1	0.1	12
9	CC1CCN(CCCNC(=O)c2cn(C)c3ccc(S(=O)(=O)N4CCCC4)cc3c2=O)CC1	i	7.9*	7	-6	-4	-15	-8	2.7	-3
10	CCCn1cc(CN2CCCC(C(=O)c3ccc4c(c3)OCO4)C2)c(C)n1 (stereo not drawn)	i	-2	-1	-9	-2	16	-7	-0.3	1
11	CCOC(=O)c1cnn2c1[nH]c(=O)c1ccccc12	/	-8	1	-4	-1	1	-5	0.1	-9
12	CCn1c(OC)nc2c1c(=O)n(C)c(=O)n2C	i	-2	-6	-2	-1	-4	-6	-0.9	2
13	CCCc1nn(C)c(C(=O)Nc2ccc(Cl)cc2)c1Cl	i	-2	-1	3	-1	11	-4	0.1	7
14	Cc1cc2c(cc1S(=O)(=O)CCC(=O)NC1CCC(C)CC1)OCC(=O)N2 (stereo not drawn)	i	1	-1	6	0	2	-2	0.9	1
15	Cc1ccc(NC(=O)CSc2nnc(CNC(=O)c3ccco3)n2C)c(C)c1	i	-1	-1	-16	2	7	-4	-0.3	-11
16	CCCn1nc(Oc2nc(NCC)nc(NC(C)C)n2)ccc1=O	i	-6	12	-5	3	4	-10	1.2	-4
17	CCc1ccc([C@H]2C(C(=O)O)=C[C@@H](C(C)(C)C)N2S(=O)(=O)c2ccc(C)cc2)cc1	i	-7	0	3	-2	-20	-1	1.4	-6
18	COc1ccc(NC(=O)c2cccnc2SC)cc1OC	i	-4	4	-5	-1	2	-6	-1.5	9
19	CC12CCC(=O)N1C(C(=O)NCc1ccccc1F)CS2 (stereo not drawn)	i	-5	1	-6	3	-7	-6	0.5	3
20	C/C(=N\NC(=O)C(c1ccncc1)N1CCOCC1)c1ccc(Br)cc1 (stereo not drawn)	i	-9	-1	-11	1	0	-4	-0.3	-12
21	CC(C)Cn1c(N)c(C(=O)COC(=O)c2ccc3c(c2)OCCO3)c(=O)n(C)c1=O	i	-1	1	-6	4	17	8	-1.0	6
22	CCOc1ccc(CCNC(=O)C2CCCN(C(=O)N(C)C)C2)cc1OCC (stereo not drawn)	i	0	0	-6	-5	13	-6	-0.1	12
23	CC(NC(=O)c1cccc(OC2CCN(C3CCN(C)CC3)CC2)c1)c1ccccc1 (stereo not drawn)	i	-7	-1	3	2	2	-1	-0.2	6
24	CCOc1ccc(-c2cc(C(=O)N/N=C(\C)c3cccnc3)c3ccccc3n2)cc1	/	-2	0	2	-3	-3	1	0.9	4
25	CCN(CC)S(=O)(=O)c1ccc(N2CCOCC2)c(NC(=O)c2ccc(F)cc2)c1	i	-2	3	-4	-2	2	1	1.7	0
26	Cc1cc(C)cc(NC(=O)C(Sc2ncnc3ccccc23)c2ccccc2)c1 (stereo not drawn)	i	-8	3	0	1	5	16	2.6	-8
27	COCCNC(=O)C(=O)NNC(=O)c1ccccc1OC	i	-11	-4	0	1	0	-3	1.2	16
28	Cc1ccc(S(=O)(=O)N2CCN=C2SCc2ccccc2)cc1	i	-5	0	-1	0	8	36	0.0	6
29	Cc1ccc(S(=O)(=O)N(C)c2ccc(C(=O)N(CC(C)C)C3CCS(=O)(=O)C3)cc2)cc1 (stereo not drawn)	i	-6	3	-4	0	-3	-5	-0.2	-2
30	O=C(NNC(=O)c1ccc2c(=O)n3c(nc2c1)CCC3)c1ccc(F)cc1	i	-1	1	2	5	-3	0	1.8	7
31	NC(=O)C(NC(=O)OCc1ccccc1)c1ccccc1 (stereo not drawn)	i	-1	-2	8	-1	21	-7	3.4	-19
32	Nc1ccn(CCCN2CCN(C(=O)C3CC3)CC2)c(=O)n1	i	0	0	0	0	-1	-6	0.3	4
33	N=c1c(C(=O)NCc2ccc3c(c2)OCO3)cc2c(=O)n3ccccc3nc2n1Cc1cccnc1	i	-4	-9	-10	-14	10	-3	0.9	-35
34	COCCNC(=O)CN1CCN(S(=O)(=O)c2ccc3c(c2)CCCC3)CC1	i	-7	1	2	-1	-10	-2	-0.9	14
35	Cn1cnnc1Sc1ccc(CN2CCN(C3CCCC3)C(CCO)C2)o1 (stereo not drawn)	i	-5	-8	-3	4	1	-16	0.6	-4
36	Cc1cc(-c2ccccc2)nc(SCC(=O)N2CCCC2)n1	i	-4	1	4	2	-4	-1	0.7	-1
37	O=S1(=O)CC2N=C(N(Cc3c(F)cccc3Cl)c3ccccc3F)SC2C1 (stereo not drawn)	i	-5	-2	-3	0	3	4	-0.7	-5
38	Cc1cc(Br)ccc1SCC(=O)OCC(=O)N1CCN(C(=O)c2ccco2)CC1	i	1	6	-5	-3	6	-2	-0.3	1
39	COc1cc(N/C(N)=N/c2nc(C)cc(C)n2)cc(OC)c1	i	0	-6	-9	-1	-3	-6	-0.8	-4
40	COc1ccc(-n2c3c(c(=O)[nH]c2=O)C(C(F)(F)F)(C(F)(F)F)N=C(CC(C)C)N3)cc1	i	-4	-3	-5	2	-24	-9	0.5	-3

Arranged by heavy-atom count (low to high): 3 of the compounds above
no.	Structure	Neddyl block	bovine MsrA act	MT1-MMP act inh	eLon inh	Rin1 Abl inh	SKN-1 inh	FAS TE block	MsrA inh	NRP1-CendR mod
39	COc1cc(N/C(N)=N/c2nc(C)cc(C)n2)cc(OC)c1	i	0	-6	-9	-1	-3	-6	-0.8	-4
35	Cn1cnnc1Sc1ccc(CN2CCN(C3CCCC3)C(CCO)C2)o1 (stereo not drawn)	i	-5	-8	-3	4	1	-16	0.6	-4
33	N=c1c(C(=O)NCc2ccc3c(c2)OCO3)cc2c(=O)n3ccccc3nc2n1Cc1cccnc1	i	-4	-9	-10	-14	10	-3	0.9	-35

(cont.)
no.	Structure	Neddyl block	bovine MsrA act	MT1-MMP act inh	eLon inh	Rin1 Abl inh	SKN-1 inh	FAS TE block	MsrA inh	NRP1-CendR mod
41	O=C(NNC(=O)c1sc2cccc(Cl)c2c1Cl)NC1CCCCC1	i	-13	4	-4	1	-6	7	0.1	-1
42	O=C(CN1CCC(NC(=O)Nc2ccccc2-c2ccccc2)CC1)NCc1ccco1	i	0	6	-4	-3	-8	-10	-0.5	3
43	Cc1ccc(C)c(-c2ccc(=O)n(Cc3c(F)cccc3Cl)n2)c1	i	0	-2	-6	-5	12	18	-0.3	-4
44	CCc1cccc2c(C(=O)CSc3nncn3-c3ccc(OC)cc3)c[nH]c12	i	-3	3	-3	-1	-4	-1	-0.4	2
45	CCCCNc1ncnc2[nH]ncc12	i	-12	2	-4	4	-1	-1	1.0	0
46	CCC(=O)c1ccc(OCC(O)CNC2CCCC2)cc1 (stereo not drawn)	i	-3	1	5	1	16	-3	-0.9	3
47	Cc1cccc(CC(=O)Nc2sc(C(C)C)cc2C(=O)N2CCOCC2)c1	i	-11	3	13	-3	-19	0	0.5	8
48	CCOc1ccc(/C=N/NC(=O)CSc2ccccn2)cc1O	i	-5	5	4	-1	-10	-4	1.8	20
49	CCC(C)(C)NC(=O)CN(Cc1ccc(OC)cc1)C(=O)CCC(=O)Nc1nccs1	i	-3	-2	-1	3	5	-1	0.0	-5
50	CCCc1nc2ccc(Cl)cn2c1Cc1ccc(C)cc1	i	-2	0	-4	2	12	-2	-1.4	-18
51	O=S(=O)(c1ccc(NC(=S)NC2CC2)cc1)N1CCOCC1	i	-1	3	-6	-1	-7	-4	1.6	-2
52	CCOC(=O)c1nn(-c2ccc(OCC)cc2)c2nc(-c3cccc(OC)c3)c(C#N)c(=O)n12	i	-4	1	3	-1	6	23	-1.5	10
53	COCCCn1c(SCc2nnc(-c3ccccc3)o2)nc2sc3c(c2c1=O)CCC3	i	-3	-5	-11	1	-6	26	0.0	1
54	COc1ccc(NC(=O)C23CC4CC(C2)CC(c2ccccc2)(C4)C3)c(OC)c1	i	-3	-15	-8	-1	5	33	-0.1	-10
55	Cc1cc(N=Cc2c(O)n(-c3cccc(C(F)(F)F)c3)c(=O)c3ccccc23)no1	i	-4	-6	-18	0	5	26	-0.7	-11
56	CCC1CCCCN1C(=O)CSc1nc2ncccc2[nH]1 (stereo not drawn)	i	-4	2	5	3	-1	-5	0.5	-8
57	O=C(COC(=O)CNS(=O)(=O)c1cc(C(F)(F)F)ccc1Cl)NC1CC1	i	-3	3	-1	-2	6	-2	0.4	5
58	Oc1ccccc1-c1cc(C(F)(F)C(F)F)[nH]n1	i	-1	-5	12	-4	14	0	-0.1	-3
59	Cc1cccc(Nc2nc(Cl)ncc2F)c1C	i	-2	-2	-11	-2	8	-4	-0.3	11
60	COc1ccc(COC(=O)C2CCN(S(=O)(=O)c3ccc(OC)c(OC)c3)CC2)cc1	i	-8	5	-1	3	-15	22	0.6	-1
61	CC(C)(C)c1cc(C(=O)O)nn1-c1ccccc1	i	0	0	1	-1	-6	-1	0.8	7

Bioassay records: PubChem BioAssay, several laboratories
